Bioassay records (PubChem BioAssay)
MPTP block = inhibitors of mitochondrial permeability transition pore; isolated mouse mitochondria, Ca2+ swelling absorbance, 30 min; inhibition, % at 10 µM; actives 1.4% (n = 360,000); AID 602449;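 active = inhibition of 50% or more, scaled per plate between neutral and stimulator controls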;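 also: 0% = DMSO wells given calcium and 100% = 1 mM EGTA wells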
mIAP activ = increases mouse intestinal alkaline phosphatase activity | AID 2805 | activation factor at 10 µM | actives 0.24% (n = 330,000) | muIAP, CDP-Star luminescence, 30 min; stronger effect = higher value; 1 = vehicle-only enzyme signal, 0 = enzyme-free wells;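 active = activation factor of at least 2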; also: the source names both 10 and 20 µM as test concentration; values of inactives mirror those of a sister screen read the other way
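System: Mouse IAP enzyme | Also added: CDP-Star substrate | Dosing: Compounds dispensed in DMSO | Schedule: 30 min enzyme-substrate-compound incubation at room temperature | Technique: Chemiluminescence readout | Control set: DMSO-only wells and no-enzyme negative control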
hIAP activ = human IAP activation; P09923; purified human IAP, CDP-Star luminescence, 30 min; stronger effect = higher value; 1 = vehicle-only enzyme, 0 = enzyme-free background; activation factor at 10 µM; actives 0.16% (n = 330,000);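 active = activation factor of the enzyme at least 2-fold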; also: the source names both 10 and 20 µM as test concentration; values of inactives mirror those of a sister screen read the other way
Target sequence (P09923 whole entry, looked up): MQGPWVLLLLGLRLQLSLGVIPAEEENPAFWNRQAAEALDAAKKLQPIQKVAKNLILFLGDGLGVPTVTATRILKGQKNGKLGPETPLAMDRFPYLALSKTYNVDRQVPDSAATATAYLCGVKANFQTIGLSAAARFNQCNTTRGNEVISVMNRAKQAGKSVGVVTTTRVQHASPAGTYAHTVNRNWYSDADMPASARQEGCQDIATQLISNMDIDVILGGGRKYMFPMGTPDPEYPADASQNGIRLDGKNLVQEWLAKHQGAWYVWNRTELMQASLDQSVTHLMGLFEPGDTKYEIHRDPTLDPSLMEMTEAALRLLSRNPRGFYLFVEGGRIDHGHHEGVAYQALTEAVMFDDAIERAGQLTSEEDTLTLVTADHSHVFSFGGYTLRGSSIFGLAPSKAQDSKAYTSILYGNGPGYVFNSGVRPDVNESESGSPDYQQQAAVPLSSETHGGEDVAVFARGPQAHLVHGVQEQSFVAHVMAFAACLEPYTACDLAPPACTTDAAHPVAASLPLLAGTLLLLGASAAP
beta cell repl = induces beta-cell replication in MIN6 cells; AID 2380; actives 0.29% (n = 330,000); MIN6 cells proliferation, ATPlite luminescence, 48 h; cells starved in 0.2% serum; 100% = growth in 10% serum; proliferation, % at 10 µM;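 active = compounds whose signal lies at least 3.5 SD above the mean of all wells on their plate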;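 also: 0% = DMSO-treated cells in low-serum medium and 100% = 10% serum control; some compounds called inactive have numbers as strong as hits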
hIAP inh = human IAP inhibition. P09923. purified IAP, CDP-Star luminescence, 30 min. inhibition, % at 10 µM. actives 0.12% (n = 330,000). AID 2544;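 active = inhibition reaching a set limit with compound at 10 µM in the primary screen, cut at about 35% in these data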;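 also: plate controls were DMSO wells with enzyme for no effect and no-enzyme buffer wells for full effect; values of inactives mirror those of a sister screen read the other way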
ATG4B inhibitor = blocks human ATG4B protease cleavage of LC3 substrate. Q9Y4P1. actives 0.51% (n = 340,000). inhibition, % at 8.33 µM. ATG4B cleavage of LC3-PLA2, NBD-HPC fluorescence, 1 h. AID 504462; in the data active = inhibition above about 40%
APOBEC3G inh = blocks human APOBEC3G single-stranded DNA deamination; Q9HC16; recombinant A3G, ssDNA deamination FAM/TAMRA fluorescence; inhibition, % at 20 µM; actives 0.28% (n = 330,000); AID 493012;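 active = inhibition of at least 40% at 20 µM, with no more than 30% in the related APOBEC3A deaminase screen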;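 also: plate controls were DMSO wells with A3G for no effect and wells lacking A3G enzyme for full effect; some compounds called inactive have numbers as strong as hits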
Target sequence (Q9HC16 whole entry, looked up): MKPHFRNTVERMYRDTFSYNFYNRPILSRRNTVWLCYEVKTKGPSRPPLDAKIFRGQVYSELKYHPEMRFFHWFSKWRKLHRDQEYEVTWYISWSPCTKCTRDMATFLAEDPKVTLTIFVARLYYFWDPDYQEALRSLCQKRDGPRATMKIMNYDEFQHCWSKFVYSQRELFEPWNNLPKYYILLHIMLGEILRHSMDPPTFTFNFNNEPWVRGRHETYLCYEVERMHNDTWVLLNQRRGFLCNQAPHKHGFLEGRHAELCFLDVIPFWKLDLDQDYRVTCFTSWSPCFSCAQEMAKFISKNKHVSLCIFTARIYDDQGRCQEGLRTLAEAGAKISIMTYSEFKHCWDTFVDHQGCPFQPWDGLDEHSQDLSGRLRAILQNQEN
mIAP inh = mouse IAP inhibition; purified mouse IAP, CDP-Star luminescence, 30 min; inhibition, % at 10 µM; actives 0.2% (n = 330,000);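 active = inhibition of at least 40% at 10 µM in the primary screen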;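 also: plate controls were DMSO with enzyme for no effect and no enzyme wells for full effect; values of inactives mirror those of a sister screen read the other way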
A3A deaminase = human APOBEC3A DNA deaminase inhibition | inhibition, % at 20 µM | recombinant A3A, FAM/TAMRA ssDNA deamination fluorescence | P31941 | actives 0.41% (n = 330,000) | AID 493011;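 active = at least 40% inhibition at 20 µM here, with at most 30% in a related deaminase screen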;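 also: plate controls were A3A with DMSO for no effect and wells lacking A3A enzyme for full effect; some results filed as inactive read as strong as hits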
An asterisk follows results filed as active.

Start of the data: the first 3 entries, ahead of the listing:
SMILES	MPTP block	mIAP activ	hIAP activ	beta cell repl	hIAP inh	ATG4B inhibitor	APOBEC3G inh	mIAP inh	A3A deaminase
Clc1cccc(-c2nc3nc4ccccc4nc3n2Cc2ccccc2)c1	0.6	0.88	0.9	-2	10	7	-7	12	-3
O=C(c1ccccc1[N+](=O)[O-])N(CCc1ccccc1)Cc1ccccc1	0.1	0.98	1.1	-5	-9	7	-7	2	-5
CC(NC(=O)Cn1cc(C(=O)C2CC2)c2ccccc21)c1ccccc1 (configuration not stated)	-0.2	1.2	1.5	-1	-49	-7	-2	-24	-2

The listing, previewed entries included:
SMILES	MPTP block	mIAP activ	hIAP activ	beta cell repl	hIAP inh	ATG4B inhibitor	APOBEC3G inh	mIAP inh	A3A deaminase
Clc1cccc(-c2nc3nc4ccccc4nc3n2Cc2ccccc2)c1	0.6	0.88	0.9	-2	10	7	-7	12	-3
O=C(c1ccccc1[N+](=O)[O-])N(CCc1ccccc1)Cc1ccccc1	0.1	0.98	1.1	-5	-9	7	-7	2	-5
CC(NC(=O)Cn1cc(C(=O)C2CC2)c2ccccc21)c1ccccc1 (configuration not stated)	-0.2	1.2	1.5	-1	-49	-7	-2	-24	-2
O=C(O)[C@H](CSCc1ccccc1)NS(=O)(=O)c1ccc(F)cc1	3.7	1.1	1.1	0	-13	-5	2	-10	3
CCOc1ccc(S(=O)(=O)N/N=C(\C)c2ccc3c(c2)OCO3)cc1	-0.2	0.99	1	-2	-3	-8	-7	1	-2
COc1ccc(NS(=O)(=O)c2cccc3cccnc23)cc1Cl	0.4	1	0.98	-1	2	-21	-8	0	-1
CC(=O)C[C@H]1c2cc(C(F)(F)F)ccc2S(=O)(=O)N1c1ccccc1	1.3	0.98	1.1	-4	-9	0	-5	2	-2
Cc1cccc(C)c1NC(=O)COc1ccc2c(C)c(Cc3ccccc3)c(=O)oc2c1	39	0.99	0.97	-3	3	3	-8	1	2
O=C1CC(c2ccco2)CC(O)=C1C=NCCN1CCN(C(=O)Nc2ccc(Cl)cc2)CC1 (configuration not stated)	-0.6	0.93	1.1	-3	-11	-9	-9	7	2
O=C(CCCN1C(=O)c2ccccc2C1=O)Nc1nccs1	-0.9	1	1.2	-2	-16	-8	4	-2	-2
Cc1cccc(NC(=O)CC2SC(=O)N(c3ccccc3)C2=O)c1 (configuration not stated)	5.3	0.98	1	0	-4	0	1	2	-2
CCOc1ccc2ccccc2c1/C=N\NC(=O)OC	0.2	0.98	1.1	0	-5	-14	-12	2	-3
COc1ccc(Cl)cc1Nc1nc(NCCO)nc(N2CCCCC2)n1	0.6	0.97	0.95	-8	5	-21	-9	3	-1
O=S(=O)(Nc1ccc2c(c1)nc1n2CCOC1)c1ccccc1	6.7	1.1	1.1	-4	-8	3	0	-6	2
O=C(O)c1ccc2ncsc2c1	1.4	0.86	0.98	0	2	-1	-8	14	0
Cc1cccc(/C(N)=N/OC(=O)c2ccc(Cl)cc2Cl)c1	6.7	0.94	0.83	-5	17	12	-2	6	-2
COc1cccc2oc(-c3ccco3)cc(=O)c12	-1.6	0.73	0.84	-8	16	-11	-2	27	1
COc1cccc(NC2=C(NCCO)C(=O)c3ccccc3C2=O)c1	2.1	0.97	0.95	-1	5	3	-2	3	31
O=C(O)CNC(=O)c1nc(-c2ccccc2)n(-c2ccccc2)n1	-4.5	1.1	1.1	-2	-8	2	-7	-7	-4
CCn1c(/C=C/c2ccccc2C)nc2ccccc2c1=O	0.8	1.1	1	-1	0	5	-4	-6	-8
CCCc1cc(=O)oc2cc(OCC(=O)Nc3ccccn3)ccc12	0.2	0.98	1	-5	-2	0	-3	2	-2
Cc1nn(C(=O)Cn2ccc([N+](=O)[O-])n2)c(C)c1Br	0.5	1.1	0.93	1	7	-1	11	-7	4
O=S(=O)(/C=C/c1ccccc1)N1CCN(c2ccccc2)CC1	-2.5	1.1	1.1	-1	-6	-6	-6	-7	0
CS(=O)(=O)c1cccc(C(=O)Nc2ccc(-c3nc4ccccc4[nH]3)cc2)c1	-2.1	0.97	0.87	-5	13	-7	-3	3	0
O=C(Cn1c(=O)oc2cc(S(=O)(=O)N3CCCC3)ccc21)Nc1ccc(C(F)(F)F)cc1	0.3	0.91	0.94	0	6	2	-6	9	-4
CC1c2cc3c(cc2CCN1C(=O)c1cccc(Cl)c1)OCCCO3 (configuration not stated)	5.8	1	0.97	-4	3	-6	-7	0	-6
O=C(Oc1ccc(-c2cnc3ccccc3n2)cc1)c1cc([N+](=O)[O-])ccc1Cl	-0.7	0.84	0.9	-2	10	5	3	16	4
COc1ccccc1/C=N/NC(=O)NC12CC3CC(CC(C3)C1)C2	-1.7	1	0.95	-6	5	-1	-5	-1	-3
COc1ccc(-c2nc(CN3CCN(c4ccccc4OC)CC3)c(C)o2)cc1	-0.8	0.94	1.1	-2	-13	15	-4	6	2
O=c1[nH]cc(-c2ccccc2)c(=O)[nH]1	-0.4	1	0.9	-3	10	2	-2	-3	-3
O=C(CSc1nnnn1-c1ccccc1)Nc1nsc(-c2ccccc2)n1	0.2	0.91	0.89	-5	11	-7	-8	9	0
CCn1c(=S)sc2c(=O)n(CC(=O)Nc3ccccc3OC)c(C)nc21	-0.6	1	0.9	-2	10	0	-9	-2	-5
N#CCCN1CCCN(CCC#N)CCN(CCC#N)CCCN(CCC#N)CC1	-1.1	0.94	1.2	-2	-17	-1	-8	6	-5
O=C(COC(=O)CCNS(=O)(=O)c1ccccc1F)Nc1nnc(-c2ccccc2)o1	1.9	0.92	1.1	5	-11	-9	-12	8	-6
CNc1[nH]ncc1[N+](=O)[O-]	-0.5	0.99	0.85	3	15	1	-2	1	-2
COc1ccccc1NCC(=O)NN=C1CCS(=O)(=O)c2ccc(F)cc21	0.1	0.85	1.1	2	-10	-2	-1	15	-3
CCOC(=O)c1csc(NC(=O)C(C)(C)C)n1	-0.1	1	0.89	-1	11	-3	-7	-4	-4
COc1ccc(C(=O)NCC(=O)OCC(=O)NC(=O)c2ccc(C(C)(C)C)cc2)cc1OC	0.2	1.1	0.93	-3	7	-6	-4	-11	-1
Cc1c(C(=O)c2ccccc2)oc2ccc3ccccc3c12	0.9	0.83	0.98	-3	2	-9	-1	17	2
CC(NC(=O)CCSc1nc(-c2ccco2)cc(C(F)(F)F)n1)c1ccccc1 (configuration not stated)	-0.2	0.84	0.83	-5	17	-6	-1	16	0
Clc1cnc(N/N=C/c2ccncc2)c(Cl)c1	-1.7	0.97	0.94	0	6	-5	-4	3	1
Cc1ccc(Nc2nc3nonc3[nH]c2=O)cc1Cl	92*	0.99	0.88	-5	12	16	2	1	3
CCOC(=O)c1csc(NC(=O)c2ccc(S(=O)(=O)N3CCCC3)cc2)n1	0.3	0.96	0.91	-2	9	1	-2	4	-1
COc1ccc(N2CCN(C(=O)Nc3ccccc3Cl)CC2)cc1	-1.4	0.99	1.2	-1	-18	10	-9	0	-3
Nc1ccc(-n2nncc2-c2ccco2)cc1	-0.5	1	0.83	1	17	-6	2	-4	6
COc1ccc(NC(=O)c2cc(NC(=O)C3CCCCC3C(=O)O)ccc2N2CCOCC2)cc1 (configuration not stated)	0.7	1	1.3	-1	-32	4	1	-4	0
CCOC(=O)N1CCN(C(=O)CSc2nc3c(cnn3-c3ccc(Cl)cc3)c(=O)[nH]2)CC1	-1.6	1	1	-1	0	-7	-7	-2	-2
CCc1ccccc1Nc1nc(N)nc(COC(=O)CCC(=O)c2ccc(F)cc2)n1	-0.3	1	1.1	-1	-7	2	-6	0	2
O=C(CSc1ncn[nH]1)Nc1ccc(Br)cc1F	-1.4	0.91	1.1	1	-8	-12	1	10	7
CCC(Sc1nc2sc(C(=O)OC)c(C)c2c(=O)n1N)C(=O)NCC1CCCO1 (configuration not stated)	-1.1	0.87	0.89	-2	11	3	-4	13	3
O=C(Cc1ccc(F)cc1)Nc1cccc(-c2ccc3nncn3n2)c1	3.9	1	0.98	-2	2	8	-5	-4	-1
Cc1ccc(-n2c3c(cc(C(=O)NCCCN4CCOCC4)c2=O)C(=O)CC(C)(C)C3)cc1	-1.0	0.96	0.98	-2	2	1	-11	4	-5
CN(CC(=O)Nc1ccc(Cl)c(S(=O)(=O)N(C)C)c1)Cc1ccccc1	0.9	0.98	1.2	1	-16	-8	-5	2	-1
COc1ccc(-c2c(C)nn3c(Cl)c(C)c(C)nc23)cc1	0.8	0.89	1.2	-4	-21	-3	-5	12	0
O=c1[nH]c2c(s1)C(c1cccnc1)C1C3CCC(C3)C1S2 (configuration not stated)	2.6	0.86	1.1	-3	-12	1	4	14	-2
Cc1ccc(-n2nnc3c(=O)n(Cc4ccccc4C)cnc32)cc1	0.5	1.1	1	-4	-2	-9	-1	-8	1
CCn1ccnc1[C@@H]1C[C@H]2CN(Cc3cccc(Cl)c3)C(=O)[C@]23CCCN13	1.8	1	0.73	4	27	-3	-2	-2	-1
C[C@H](NC(=O)c1ccco1)C(=O)N1CCN(c2ccc(C(F)(F)F)cn2)CC1	-1.5	0.93	1	1	0	0	-7	7	-3
CC(=O)c1cccc(NC(=S)Nc2ccn(Cc3cccc4ccccc34)n2)c1	1.4	0.93	0.95	-3	5	-5	-8	7	-1
Cc1cc(NC(=O)Cc2ccc(Br)cc2)no1	-0.3	0.97	0.73	-5	27	-4	-11	3	-2

New compounds follow.
SMILES	MPTP block	mIAP activ	hIAP activ	beta cell repl	hIAP inh	ATG4B inhibitor	APOBEC3G inh	mIAP inh	A3A deaminase
Cc1ccc(NS(=O)(=O)c2ccc(C(C)C)cc2)cc1S(=O)(=O)N1CCOCC1	-2.7	0.99	0.89	-2	11	-3	-4	1	3
CC(C)C(=O)Nc1ccc(C(=O)N/N=C/C2CC3C=CC2C3)cc1 (configuration not stated)	-1.3	1	1	-3	-4	0	-1	-4	2
O=C(CN1CCC(C(=O)c2ccc3c(c2)OCCO3)CC1)NCc1ccc(F)cc1	-1.2	1.1	0.95	3	5	-6	-5	-11	-1
COc1ccccc1CN1CN(S(=O)(=O)c2ccccc2)c2nc3ccccc3nc21	0.9	0.91	0.86	-2	14	-2	-3	9	-2
c1cncc(-c2nnc(SCc3cccc4ccccc34)o2)c1	-2.6	0.99	1.2	7	-20	0	-10	1	-1
Cc1ccc(S(=O)(=O)N2CCC(C(N)=O)CC2)cc1C(=O)NC1CCCCC1	-2.4	1.1	1.3	2	-27	-7	-8	-7	0
CCCCNC(=O)Cn1nc(Cc2ccncc2)c2ccccc2c1=O	-1.0	1.1	0.92	2	8	-5	0	-14	2
COc1cc(NC(=O)c2cccc(C)c2)c(OC)cc1NC(=O)CN1CCOCC1	-2.1	1	1.1	-3	-5	-7	-3	-3	0
O=C(N=C1SC2CS(=O)(=O)CC2N1c1ccccc1F)C1CCCCC1 (configuration not stated)	-1.6	0.97	1	-1	-2	2	-6	3	-3
CC(=O)Nc1ccc(-c2cc(N)n(-c3ccccc3)n2)cc1	1.0	0.91	0.94	-1	6	2	-7	9	-2
CCOc1ccc(Cc2nnc(SCC(=O)Nc3c(C)cccc3C)[nH]c2=O)cc1	-1.2	0.88	0.99	1	1	0	-9	12	-3
Cc1nn(C)c(C(=O)NN)c1Cl	-1.3	1.1	0.96	0	4	-9	-6	-7	-5
CCOc1ccc(/C=N/n2nnnc2N)cc1OCC	-0.1	1.1	0.91	0	9	1	-1	-6	1
FC(F)C(F)(F)C(F)(F)C(F)(F)c1cc(-c2ccccc2)n[nH]1	45	1.1	1.1	-6	-13	16	-1	-8	6
